HIF-2a inh: HIF-2a inhibition; AID 624352; 786-0 RCC cells HIF-2a reporter, luciferase luminescence, overnight; actives 0.72% (n = 360,000); inhibition, % at 18.8 µM;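 active = inhibition of the luminescence signal of 40% or more relative to plate controls, in a single-dose primary screen at 18.75 µM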
Peg3 prom inh: Peg3 promoter activity inhibition | HeLa PEG-Prom luciferase reporter, luminescence, overnight | inhibition, % at 20 µM | actives 1.7% (n = 360,000);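 active = inhibition of at least 50% at 20 µM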
Vif imaging: blocks HIV Vif function | HEK293T cells, Vif self-association by quenched fluorescence, imaging, 24 h | inhibition, % at 7.49 µM | actives 0.35% (n = 340,000); in the data active = inhibition above about 50%, passing the limit was not always enough; also: some results filed as inactive read as strong as hits
NR2E3 ag-1: NR2E3 (human) agonism; Q9Y5X4; inhibition of corepressor binding, % at 4.78 µM; AID 2300; GST-NR2E3/biotin-RetCOR TR-FRET, 1536-well; actives 0.12% (n = 320,000);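 active = percent inhibition above the cutoff of mean plus 3 SD of all tested compounds, set per screening campaign, cut at about 20% in these data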;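 also: 0% = DMSO wells and 100% = biotin wells as full block of FRET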
Target sequence (Q9Y5X4 whole entry, looked up): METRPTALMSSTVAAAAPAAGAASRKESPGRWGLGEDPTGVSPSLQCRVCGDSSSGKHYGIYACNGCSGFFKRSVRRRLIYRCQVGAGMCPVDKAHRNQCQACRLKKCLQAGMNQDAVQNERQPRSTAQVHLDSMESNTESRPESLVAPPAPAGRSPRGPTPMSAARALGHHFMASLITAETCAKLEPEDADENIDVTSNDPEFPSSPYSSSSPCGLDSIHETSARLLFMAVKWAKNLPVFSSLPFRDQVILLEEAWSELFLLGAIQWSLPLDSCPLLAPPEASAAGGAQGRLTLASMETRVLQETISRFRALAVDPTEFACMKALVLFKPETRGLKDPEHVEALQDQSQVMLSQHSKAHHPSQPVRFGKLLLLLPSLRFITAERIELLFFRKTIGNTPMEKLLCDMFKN
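Material: NR2E3–RetCOR corepressor complex / Incubation: Compound–protein incubation for 5 h at 4 °C / Dosing: compound at 4.8 µM, single dose / Detection: time-resolved FRET / Benchmarks: high control biotin, low control 0.6% DMSO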
NR2E3 ag-2: human photoreceptor-specific nuclear receptor agonism | CHO-S Gal4-NCOR/VP16-NR2E3 two-hybrid, luciferase | inhibition of corepressor binding, % at 3.98 µM | actives 0.35% (n = 360,000) | AID 602229 | Q9Y5X4;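 active = inhibition above the mean of all tested compounds plus 3 SD, cut at about 70% in these data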;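 also: 0% = DMSO with NR2E3 transfected cells and 100% = cells lacking NR2E3 construct; higher means lower luciferase signal from less NR2E3 corepressor binding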
TRPM1 prom inh: reduces MITF-dependent TRPM1 promoter luciferase signal. AID 488899. actives 0.83% (n = 330,000). SK-MEL-5 TRPM1 promoter luciferase, 24 h. inhibition, % at 12.5 µM;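 active = mean inhibition across replicates of 60% or more, whatever share of single replicates reaches that level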; also: values of inactives mirror those of a sister screen read the other way
CaV13 FRET inh: Primary screen for inhibitors of IQ motif and Ca2+-dependent inactivation inhibitor domain binding in CACNA1D, Förster resonance energy transfer in living cells, … | inhibition, % at 12.3 µM | HEK cells, CFP/YFP FRET ICDI-IQ, plate reader, 10 min; percent FRET-ratio fall versus neutral wells | actives 0.098% (n = 340,000);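 active = mean replicate inhibition of at least 30% and at least 1% of replicates passing that level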;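 also: 0% = median of the neutral control wells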
Shn3 inh set2: Schnurri-3 reporter inhibition in Clone20 osteoblasts; Clone20 osteoblast Shn3 3'UTR firefly luciferase, 24 h; inhibition, % at 12.5 µM; actives 0.52% (n = 360,000); AID 588674;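 active = mean inhibition of at least 75% with every replicate also reaching 75%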;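 also: 0% = median of neutral control wells and 100% = pilot-screen positive control compound; some compounds past the cut are filed as inactive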
KKLEB cytotox: reduces viability of KKLEB cystic fibrosis airway cells; activity change (cytotoxicity), % at 5 µM; actives 0.36% (n = 360,000); KKLEB CF airway cells viability, ATPlite luminescence, overnight; hits give low values; cells stimulated with P. aeruginosa culture filtrate; AID 602141;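 active = corrected activity change at or below -50% at 5 µM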
PDI inh: blocks human protein disulfide isomerase activity | PDI insulin aggregation turbidity, A650, 90 min | inhibition, % at 10 µM | actives 0.052% (n = 350,000) | AID 588391;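 active = mean inhibition across replicates of 30% or more, whatever share of single replicates reach that level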;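 also: absorbance from insulin aggregation driven by PDI reduction with DTT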
Target sequence (P07237 whole entry, looked up): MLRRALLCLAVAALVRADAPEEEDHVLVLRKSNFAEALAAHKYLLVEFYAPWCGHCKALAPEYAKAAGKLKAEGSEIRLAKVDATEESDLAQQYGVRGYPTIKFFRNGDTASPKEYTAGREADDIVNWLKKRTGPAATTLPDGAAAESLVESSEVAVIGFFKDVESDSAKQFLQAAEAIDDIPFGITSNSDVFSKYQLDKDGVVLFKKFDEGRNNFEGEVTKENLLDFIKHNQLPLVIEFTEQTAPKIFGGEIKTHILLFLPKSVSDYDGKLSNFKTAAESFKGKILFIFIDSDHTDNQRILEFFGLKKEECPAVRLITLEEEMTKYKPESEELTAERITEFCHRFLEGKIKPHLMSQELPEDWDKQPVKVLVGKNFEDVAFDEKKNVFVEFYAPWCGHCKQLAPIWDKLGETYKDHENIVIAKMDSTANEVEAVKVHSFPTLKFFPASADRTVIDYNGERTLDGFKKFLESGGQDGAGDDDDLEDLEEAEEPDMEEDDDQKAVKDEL
CF NFkB inh: cystic fibrosis NF-kB activation inhibition. actives 0.86% (n = 360,000). inhibition, % at 5 µM. KKLEB NF-kB-GFP reporter, PAF-induced, GFP fluorescence overnight. AID 588850;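 active = at least 50% inhibition at 5 µM, scaled per plate between neutral and stimulator controls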;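 also: PAF is a Pseudomonas aeruginosa culture filtrate used as stimulus; plate controls were PAF-stimulated DMSO wells for no effect and unstimulated DMSO wells for full effect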
* hit, by the source's call; nt = not tested or not shown.

no. | Compound | HIF-2a inh | Peg3 prom inh | Vif imaging | NR2E3 ag-1 | NR2E3 ag-2 | TRPM1 prom inh
1 | CN(CC(=O)Nc1ccc(F)cc1)C(=O)c1ccccc1Sc1ccccc1C#N | 21 | 17 | nt | nt | -17 | 8
2 | Cc1ccc(N=C2C(=O)Nc3ccc(Br)cc32)cc1 | 15 | 28 | -5 | 2 | -4 | 21
3 | CCc1cc2cc3c(cc2nc1SCC(=O)Nc1c[nH]c(=O)[nH]c1=O)OCO3 | 7 | 16 | 24 | 6 | -6 | 3
4 | O=C(CSc1nc2c([nH]c3ccccc32)c(=O)n1-c1cccc(Cl)c1)N1CCOCC1 | 17 | 26 | nt | 5 | -8 | 13
5 | CN(C)S(=O)(=O)c1ccc(C(=O)N2CCCC2c2nc3ccccc3s2)cc1 (configuration not stated) | 8 | 11 | 39 | 1 | 4 | 9
6 | C/C(CC(=O)Nc1ccccn1)=N\NC(=O)C(=O)Nc1ccccc1C | 0 | 4 | -4 | 1 | -7 | 17
7 | COc1ccc(C(=O)N(Cc2ccccc2)c2cccc(C)c2)cc1 | -93 | -71 | -8 | nt | -54 | -23
8 | CNc1ncc(C(=O)c2ccc(-c3ccccc3)cc2)s1 | -242 | -268 | 0 | 7 | -124 | -79

no. | CaV13 FRET inh | Shn3 inh set2 | KKLEB cytotox | PDI inh | CF NFkB inh
1 | -4 | 4 | -11 | -2 | 36
2 | -19 | -28 | 2 | -3 | 9
3 | -3 | 1 | -21 | 2 | 28
4 | -6 | 18 | -6 | -1 | -8
5 | -4 | 3 | -3 | -2 | 0
6 | nt | 8 | 7 | -8 | -7
7 | -12 | -18 | -3 | -4 | 2
8 | -8 | -14 | 7 | 3 | 7

Further results.
no. | Compound | HIF-2a inh | Peg3 prom inh | Vif imaging | NR2E3 ag-1 | NR2E3 ag-2 | TRPM1 prom inh
9 | O=C(NNc1cc(N2CCOCC2)nc(N2CCOCC2)n1)c1ccc(Cl)cc1Cl | 21 | -3 | 4 | 4 | -25 | 1
10 | Cc1cccc(NC(=O)CSc2nc(N)cc(N)n2)c1 | -1 | 22 | 14 | 3 | -16 | 4
11 | CN(C)S(=O)(=O)Nc1cc(F)cc(F)c1 | 9 | -2 | -6 | 4 | -30 | 0
12 | Cc1cccc2[nH]c(-c3ccc(NC(=O)c4ccco4)cc3)nc12 | -229 | -184 | 0 | -1 | -106 | -45
13 | O=C(NC1CCCCC1)c1ccc(S(=O)(=O)NCc2ccco2)cc1 | -11 | 3 | -2 | -1 | -11 | 11
14 | COC1=C/C(=C/c2c(N)n3nc(CC(=O)N4CCCC4)sc3nc2=O)C=CC1=O | 1 | 12 | 4 | 2 | 6 | 0
15 | Cc1cc(Nc2ncc(Cl)cc2Cl)n(-c2ccccc2C)n1 | 16 | 17 | -2 | -1 | -12 | 0
16 | COc1ccc(CCNC(=S)Nc2ccc(C(C)C)cc2)cc1 | -15 | 8 | 5 | -2 | -2 | 1

no. | CaV13 FRET inh | Shn3 inh set2 | KKLEB cytotox | PDI inh | CF NFkB inh
9 | -5 | -25 | 5 | -4 | -3
10 | -3 | -19 | 2 | -1 | -10
11 | -3 | 14 | -1 | 4 | 4
12 | nt | -81 | 3 | 4 | -6
13 | -7 | 0 | -10 | 2 | 9
14 | -3 | 5 | 6 | -7 | -3
15 | -6 | 9 | -3 | -5 | 1
16 | -7 | -13 | -8 | 1 | -1

Later entries:
no. | Compound | HIF-2a inh | Peg3 prom inh | Vif imaging | NR2E3 ag-1 | NR2E3 ag-2 | TRPM1 prom inh
17 | Cn1c(=O)n(CC(=O)O)c(=O)c2c1nc1n2CCCN1Cc1ccccc1 | 19 | 2 | -3 | 2 | -12 | -7
18 | COc1ccc(N2CCN(C(=O)COC(=O)[C@@H](NC(=O)c3c(F)cccc3F)C(C)C)CC2)cc1 | 6 | 15 | 19 | nt | -5 | 9
19 | Cc1onc(-c2c(Cl)cccc2Cl)c1NC(=O)NC1CCSC1 (configuration not stated) | 15 | 9 | -3 | 0 | -3 | nt
20 | COc1cccc(CNCc2ccco2)c1O | 6 | 10 | -1 | nt | -21 | 15
21 | CCCC(=O)NC(C)C(c1cccs1)N1CCN(C)CC1 (configuration not stated) | 3 | -3 | nt | 4 | -9 | 4
22 | COc1ccc(NS(=O)(=O)c2ccc(-c3coc(C)n3)cc2)c(OC)c1 | 20 | 13 | -6 | 0 | 43 | 10
23 | CCCC(C(=O)NCCC(C)C)N(Cc1ccccc1)C(=O)c1snc(C(N)=O)c1N (configuration not stated) | 12 | 10 | -6 | 1 | -2 | 25
24 | O=C(Nc1ccc(NC(=O)c2cccs2)cc1)c1ccc2ccccc2c1 | -69 | -67 | 3 | 2 | -4 | -12

no. | CaV13 FRET inh | Shn3 inh set2 | KKLEB cytotox | PDI inh | CF NFkB inh
17 | 3 | 17 | -3 | 4 | 9
18 | -3 | 4 | 7 | 9 | -3
19 | -4 | -10 | -3 | 0 | -17
20 | 0 | 1 | -1 | -1 | -1
21 | -7 | -3 | -10 | 9 | 5
22 | -14 | 42 | -15 | -8 | 0
23 | -20 | 14 | 3 | -2 | -10
24 | -7 | -12 | -4 | -1 | 16

(next part)
no. | Compound | HIF-2a inh | Peg3 prom inh | Vif imaging | NR2E3 ag-1 | NR2E3 ag-2 | TRPM1 prom inh
25 | CC1CC(C)(C)NC(=S)N1CCCC(=O)NCCc1ccc(Cl)cc1 (configuration not stated) | 18 | 6 | -4 | 0 | -19 | 10
26 | O=C(Nc1nc(COc2ccccc2)cs1)c1ccccc1F | -246 | -155 | -14 | -2 | -88 | -11
27 | COc1cccc(CN(C)C(=O)COc2ccc(C(=O)c3ccc(Cl)cc3)cc2)c1OC | 4 | 27 | 4 | 3 | 15 | -3
28 | O=C(CN1C(=O)NC2(CCCC2)C1=O)OCc1ccc(F)cc1 | 1 | 0 | 4 | -3 | 1 | -4
29 | CC(C)N(C(=O)[C@H]1C[C@H](CC(=O)NCCCN(C)C)C(=O)N2CCc3c([nH]c4cc(CCC(=O)N(C)C)ccc34)[C@]12C)C(C)C | 3 | -6 | nt | nt | -8 | 20
30 | O=c1oc2ccccc2c2c1nnn2CCO | 6 | -1 | -3 | 2 | 6 | -4
31 | CCCC(=O)NC(c1ccc(OC)cc1)c1ccc2cccnc2c1O (configuration not stated) | 13 | 55* | 3 | 1 | -31 | 73*
32 | COc1cccc(NC(=O)Nc2cccn(Cc3ccc(C)cc3)c2=O)c1 | -23 | -1 | -17 | -1 | -6 | 5

no. | CaV13 FRET inh | Shn3 inh set2 | KKLEB cytotox | PDI inh | CF NFkB inh
25 | -6 | -3 | 5 | 1 | 11
26 | -6 | 1 | -11 | -6 | 1
27 | -2 | 14 | 6 | -3 | -2
28 | -6 | 2 | -1 | -5 | 11
29 | -4 | -30 | 30 | 17 | -15
30 | -6 | 6 | 3 | 11 | -8
31 | -2 | 92* | -18 | -5 | 10
32 | 6 | -8 | 12 | 8 | -15

The list continues:
no. | Compound | HIF-2a inh | Peg3 prom inh | Vif imaging | NR2E3 ag-1 | NR2E3 ag-2 | TRPM1 prom inh
33 | O=C(NC1CCCCC1)N(CCO)Cc1cc2cc3c(cc2[nH]c1=O)OCCO3 | 9 | 2 | -14 | 5 | 6 | 3
34 | CC1CCCN(C2(O)C(=O)Nc3ccc([N+](=O)[O-])cc32)C1 (configuration not stated) | 14 | 16 | -12 | -1 | -6 | 1
35 | O=C(/C=C/c1ccco1)NC(=S)Nc1cccc(C(=O)O)c1 | 10 | -28 | 8 | 3 | -38 | -8
36 | COc1ccc(-c2nnn(CC(=O)N(CC(=O)NC3CCCC3)Cc3ccco3)n2)cc1OC | 15 | 7 | 10 | -1 | -17 | 6
37 | COc1ccc(S(=O)(=O)N2CCN(C(c3ccccc3)c3ccccc3)CC2)cc1NC(C)=O | 11 | 12 | 0 | 4 | -6 | -6
38 | CN(C)c1ccc(/C=C2/C=C(c3ccc4c(c3)CCCC4)OC2=O)cc1 | -8 | -16 | -4 | 1 | -17 | 7
39 | CCN1CCN(Cc2ccc(NC(=O)Nc3ccc(OC)cc3)cc2)CC1 | -147 | -173 | 7 | 1 | -29 | -35
40 | Cc1ccc(SCCNC(=O)CN2C(=O)c3ccccc3S2(=O)=O)cc1 | 9 | 3 | 31 | 3 | 18 | 2

no. | CaV13 FRET inh | Shn3 inh set2 | KKLEB cytotox | PDI inh | CF NFkB inh
33 | -5 | -1 | -4 | -2 | -1
34 | -3 | 15 | -17 | 1 | -5
35 | -18 | -49 | -5 | 6 | 4
36 | -4 | 1 | 8 | 2 | 9
37 | -3 | 21 | -11 | 2 | 5
38 | -17 | -10 | 5 | 0 | -14
39 | 17 | -4 | -6 | -3 | 10
40 | -4 | 13 | 8 | 5 | -11

Compound profiles, as listed above. Order of screens: HIF-2a inh | Peg3 prom inh | Vif imaging | NR2E3 ag-1 | NR2E3 ag-2 | TRPM1 prom inh | CaV13 FRET inh | Shn3 inh set2 | KKLEB cytotox | PDI inh | CF NFkB inh
Profile of COc1ccc(S(=O)(=O)N2CCN(C(c3ccccc3)c3ccccc3)CC2)cc1NC(C)=O : 11 | 12 | 0 | 4 | -6 | -6 | -3 | 21 | -11 | 2 | 5
Profile of CC1CCCN(C2(O)C(=O)Nc3ccc([N+](=O)[O-])cc32)C1 (configuration not stated) : 14 | 16 | -12 | -1 | -6 | 1 | -3 | 15 | -17 | 1 | -5
Profile of Cc1ccc(SCCNC(=O)CN2C(=O)c3ccccc3S2(=O)=O)cc1 : 9 | 3 | 31 | 3 | 18 | 2 | -4 | 13 | 8 | 5 | -11
Profile of O=C(/C=C/c1ccco1)NC(=S)Nc1cccc(C(=O)O)c1 : 10 | -28 | 8 | 3 | -38 | -8 | -18 | -49 | -5 | 6 | 4

(cont.)
no. | Compound | HIF-2a inh | Peg3 prom inh | Vif imaging | NR2E3 ag-1 | NR2E3 ag-2 | TRPM1 prom inh
41 | COc1cc(NC(=O)CS(=O)(=O)c2ccc(C)cc2)cc(OC)c1OC | 15 | 4 | 3 | 3 | -13 | 1
42 | O=[N+]([O-])c1cccc(/C=N/Nc2nc(N3CCOCC3)nc(N3CCOCC3)n2)c1 | 13 | 0 | 10 | 2 | 1 | -4
43 | CCS(=O)(=O)c1ccc2oc(SCC(=O)NCCc3ccc(OC)cc3)nc2c1 | 8 | 17 | 0 | 4 | 3 | 14
44 | CCOC(=O)c1cc(-c2cccs2)[nH]n1 | -89 | -38 | 3 | -4 | -7 | -11
45 | S=C(Nc1ccccc1Cl)NC1CCN(Cc2ccccc2)CC1 | 3 | 7 | -2 | 2 | -13 | 4
46 | CC(C)(C)NCc1cc2ccccc2[nH]c1=O | 11 | -6 | 7 | 3 | -11 | 10

no. | CaV13 FRET inh | Shn3 inh set2 | KKLEB cytotox | PDI inh | CF NFkB inh
41 | -6 | -11 | 0 | 20 | 1
42 | 3 | 13 | -1 | 12 | 2
43 | -6 | 3 | -11 | -2 | 12
44 | -3 | -8 | -13 | -3 | 4
45 | -3 | 13 | -12 | 1 | 8
46 | nt | -72 | -9 | 13 | 9
